# Source: PubChem BioAssay (several laboratories)
# Efflux pump inh: inhibitors of Candida antifungal efflux pumps expressed in yeast. inhibition, % at 10 µM. 330,000 tested, 0.44% active. S. cerevisiae Candida pump triplex, Nile Red efflux;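 active = plate passing quality check with inhibition over a set limit, or well fluorescence over plate mean plus 4 SD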;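 also: Nile Red retained in pooled yeast measured as flow cytometry median fluorescence; 0% = buffer negative control and 100% = Enniatin B positive control; higher means more Nile Red kept so more efflux inhibition; some compounds called inactive have numbers as strong as hits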
# core dimer inh: blocks dimerization of HCV core protein; TR-FRET GST/Flag-core106 dimerization, 1536-well; inhibition, % at 5 µM; 300,000 tested, 0.33% active; AID 1899;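 active = inhibition above the mean of all tested compounds plus 3 SD, set per screening campaign, cut at about 45% in these data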
#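 Material: Tagged HCV core106 pair (GST and Flag) | Amount: GST-core106 13.5 nM, Flag-core106 17 nM | Medium: KF-containing HEPES buffer, pH 7.45, DTT, CHAPS, BSA | Reagent: Eu donor and XL665 acceptor anti-tag antibodies | Schedule: 4 h at 22.5 °C | Technique: Time-resolved FRET, ex 340 nm, em 617 and 671 nm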
# PP1 counter: blocks human PP1-alpha phosphatase, a PP5 counter-screen; P62136; purified PP1alpha, OMFP fluorescence; inhibition, % at 6.7 µM; 320,000 tested, 0.9% active;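 active = inhibition above the mean inhibition of all tested compounds plus 3 SD, computed separately for each screening campaign, cut at about 15% in these data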
# Target sequence (P62136 whole entry, looked up): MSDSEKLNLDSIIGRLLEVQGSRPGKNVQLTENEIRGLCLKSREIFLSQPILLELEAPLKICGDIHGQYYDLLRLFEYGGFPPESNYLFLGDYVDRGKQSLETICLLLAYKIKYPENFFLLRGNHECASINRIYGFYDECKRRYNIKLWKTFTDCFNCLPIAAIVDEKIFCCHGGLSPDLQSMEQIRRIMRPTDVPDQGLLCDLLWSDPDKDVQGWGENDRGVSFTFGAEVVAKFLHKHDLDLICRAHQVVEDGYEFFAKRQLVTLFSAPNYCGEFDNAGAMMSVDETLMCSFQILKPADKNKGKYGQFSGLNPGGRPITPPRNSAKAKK
# PREPL inhibitor: inhibits the human prolyl oligopeptidase-like enzyme | Q4J6C6 | recombinant PREPL, fluorescence polarization activity-based probe | inhibition, % at 5.96 µM | 320,000 tested, 0.68% active | AID 2751; in the data active = inhibition above about 43%;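 also: 0% = enzyme with DMSO and 100% = wells lacking enzyme; many of its hits are not listed in these tables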
# Fh CTSL1 inh: cathepsin L1 inhibition, PFM18AAP counter-screen; recombinant F. hepatica cathepsin L1, Z-Leu-Arg-MCA fluorescence; inhibition, % at 5.96 µM; 300,000 tested, 0.49% active;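 active = inhibition above the mean of all tested compounds plus 3 SD, set per screening campaign, cut at about 17% in these data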;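 also: 0% = plate median of test compound wells and 100% = 1 µM Z-Phe-Ala-diazomethylketone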
# TPT1 inhibitor: blocks Candida albicans tRNA 2'-phosphotransferase. recombinant caTPT1, FP RNA substrate dephosphorylation. inhibition, % at 5 µM. 300,000 tested, 0.81% active;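 active = inhibition above the mean of all tested compounds plus 3 SD, set per screening campaign, cut at about 24% in these data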;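 also: plate controls were DMSO alone for no effect and ferristatin control at 100 nM for full effect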
# PP5 primary: inhibitors of human protein phosphatase 5 (PP5) | P53041 | purified PP5c, OMFP substrate fluorescence | inhibition, % at 6.7 µM | 320,000 tested, 0.18% active | AID 1987;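 active = inhibition above the campaign's mean inhibition across all tested compounds plus 3 SD, cut at about 9.5% in these data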;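 also: 0% = DMSO only and 100% = 100 µM cantharidin control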
# Target sequence (P53041 whole entry, looked up): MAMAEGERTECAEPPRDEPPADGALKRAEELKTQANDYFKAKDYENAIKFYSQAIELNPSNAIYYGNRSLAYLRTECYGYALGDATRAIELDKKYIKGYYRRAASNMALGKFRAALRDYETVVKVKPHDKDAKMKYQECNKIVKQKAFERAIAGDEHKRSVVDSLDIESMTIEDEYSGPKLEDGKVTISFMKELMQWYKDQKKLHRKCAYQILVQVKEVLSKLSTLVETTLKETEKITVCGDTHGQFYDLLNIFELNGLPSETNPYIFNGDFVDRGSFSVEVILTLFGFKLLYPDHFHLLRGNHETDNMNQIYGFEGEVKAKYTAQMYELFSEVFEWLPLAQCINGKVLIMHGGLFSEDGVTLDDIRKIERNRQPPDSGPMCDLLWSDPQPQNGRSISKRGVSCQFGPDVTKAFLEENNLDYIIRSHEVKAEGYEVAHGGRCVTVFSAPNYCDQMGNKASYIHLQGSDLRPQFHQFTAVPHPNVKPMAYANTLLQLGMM
# GASC-1 inh: inhibitors of human GASC-1 (JMJD2C) demethylase. Q9H3R0. GST-JMJD2C(1-420) H3K9me3 demethylation, DELFIA europium. inhibition, % at 2.35 µM. 330,000 tested, 0.069% active. AID 2099;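 active = more than half of a compound's replicate wells show inhibition beyond 50%, single wells judged on their own value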;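 also: signal counts dimethyl H3K9 product captured on neutravidin plate; 0% = median of DMSO wells and 100% = 0.3 times that DMSO median; strong numbers were not always called active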
# LYPLA2 inh: blocks human lysophospholipase 2, a PME1 counter-screen; O95372; recombinant LYPLA2, FP-Rh probe fluorescence polarization; inhibition, % at 5.9 µM; 320,000 tested, 0.38% active; AID 2177;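 active = inhibition above the screen-wide mean plus 3 SD, limit set per campaign, cut at about 26% in these data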;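 also: 0% = LYPLA2 with DMSO and 100% = wells lacking LYPLA2 enzyme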
# Target sequence (O95372 whole entry, looked up): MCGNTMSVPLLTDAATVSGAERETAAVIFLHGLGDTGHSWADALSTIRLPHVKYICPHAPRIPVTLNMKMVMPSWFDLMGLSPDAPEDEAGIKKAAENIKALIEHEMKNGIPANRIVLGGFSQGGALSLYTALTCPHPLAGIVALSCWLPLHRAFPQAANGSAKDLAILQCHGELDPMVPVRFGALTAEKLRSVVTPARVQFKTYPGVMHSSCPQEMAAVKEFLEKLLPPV
# An asterisk follows results filed as active; / = no result given; & = joins results of further samples. These rows are one share of the data; the hit share may differ from the screen's.
SMILES,Efflux pump inh,core dimer inh,PP1 counter,PREPL inhibitor,Fh CTSL1 inh,TPT1 inhibitor,PP5 primary,GASC-1 inh,LYPLA2 inh
COc1ccc(OC)c(C2CC(=O)N3CN(c4ccccc4F)CSC3=C2C#N)c1 (stereo not given),-0.1,-7,-1,-14,0,3,2.8,5,-6
COCN(C#N)c1nc(N(C)C)nc(N(C)C)n1,-0.1,-2,-2,2,1,-4,-0.3,0,8
Cc1sc(NC(=O)C2C3C=CC(C3)C2C(=O)O)c(C(N)=O)c1-c1ccc(C(C)C)cc1 (stereo not given),0.2,14,1,2,4,0,0.1,-11,11
COc1ccc(S(=O)(=O)N(CC(=O)NCCCN(C)C)c2ccc(C)cc2)cc1OC,0.1,-13,-4,2,-1,-6,0.8,-19,-2
CC(C)c1ccc(N(C(=O)c2snc(C(N)=O)c2N)C(C(=O)NC2CCCC2)c2ccncc2)cc1 (stereo not given),0.0,9,11,-1,-9,-1,-0.4,4,0
CCCCC1=CC2=C(c3ccco3)C(=O)C(C)(OC(=O)c3ccc(OC)cc3)C(=O)C2=CN1CCN1CCOCC1 (stereo not given),0.5,16,-6,59*,3,-7,-1.8,-2,-3
CCOC(=O)C1(Cc2cccc(OC)c2)CCN(Cc2ccon2)CC1,0.0,2,-5,12,-5,-1,-0.1,9,10
CC(=NC(C)C)C1=C(O)CCC1=O,0.0,-4,0,11,-1,4,2.4,-7,6
Cc1nn(Cc2ccc(Cl)cc2)c(C)c1NC(=O)CSc1n[nH]c(C)c1[N+](=O)[O-],-0.1,-7,0,10,2,-5,0.7,7,1
CC(C)Nc1nnc(SCC(=O)N2CCN(C(=O)c3ccco3)CC2)s1,-0.1,/,6,6,/,/,-0.3,3,-3
CCNc1ccc(Br)cc(C(=O)/C=C/c2ccc(Cl)cc2Cl)c1=O,0.0,43,9,14,4,69*,3.4,18,6
CC(C)NC(=O)c1ccc2c(c1)S(=O)(=O)c1ccccc1C2=O,0.1,2,0,-5,0,1,1.4,0,1
CC(=O)c1c(C)nc(-c2ccccc2)n1O,0.2,-6,2,9,-1,3,1.1,5,-2
Cc1nn(Cc2ccc(C(=O)Nc3nc4c(C)cccc4s3)o2)c(C)c1Br,-0.3,11,-3,-13,3,0,-0.4,1,-26
O=C(C(=O)N1CCN(Cc2ccc3c(c2)OCO3)CC1)c1c[nH]c2ccccc12,-0.1,-4,-1,10,-6,2,0.1,-1,-5
O=C(NCC1CCCO1)c1cccc(S(=O)(=O)Nc2ccc(SC(F)F)cc2)c1 (stereo not given),-0.2,/,0,-6,/,/,0.4,2,7
CCN(CC)S(=O)(=O)c1cc([N+](=O)[O-])ccc1NNC(=O)Nc1ccccc1,-0.3,0,2,2,0,-4,3.1,-16,1
CCc1cccc(NC(=O)CC2Oc3ccccc3NC2=O)c1 (stereo not given),-0.1,-1,1,-4,-2,2,1.6,6,-6
O=C(CSc1nc2c(c(=O)[nH]1)CCCC2)Nc1ccc(Cl)cc1F,-0.1,2,-5,13,3,-4,1.4,19,4
COc1ccc(N2CCN(C(=O)c3ccccc3NC(=O)c3ccccc3)CC2)cc1,-0.2,-6,-3,22,-5,-3,0.0,10,4
Cc1nn(Cc2ccc(C(=O)NN)o2)c(C)c1Cl,-0.1,3,-3,-2,-3,1,-3.4,-12,-13
COc1ccc(-c2nc(CS(=O)CC(=O)NCc3cccnc3)c(C)o2)cc1 (stereo not given),0.0,-13,-3,5,-1,-2,1.2,-5,9
Cc1c(C(=O)N2CCCCC2)c(S(=O)(=O)N(C)Cc2ccccc2)c(C)n1C,0.0,-10,4,12,2,-6,0.2,2,-1
CC(=O)Nc1ccc(OC(F)(F)C(F)C(F)(F)F)c(NC(C)=O)c1 (stereo not given),0.0,-5,-3,-2,-2,-3,2.3,1,0
CCCOC1CCCN(C(=O)CCc2nnc(Cc3cccc(C)c3)o2)C1 (stereo not given),-0.1,2,0,8,2,-5,-0.5,0,0
Cc1cccc(/N=C/c2sc3ccccc3c2O)n1,-0.1,-21,0,5,0,85*,1.4,-6,-47
Fc1cc2[nH]c(=S)[nH]c2c(Br)c1N1CCSCC1,0.0,4,-1,16,-4,-1,2.4,4,-2
CCc1ccccc1N1C(=O)c2cccc3c(N4CCOCC4)c([N+](=O)[O-])cc(c23)C1=O,0.3,8,2,17,-3,3,3.6,11,-1
CC(=O)Nc1cccc(NC(=O)COc2ccc3c(c2)CCC3)c1,-0.3,/,-5,0,/,/,-0.4,5,-3
O=C1CCC2=C(CCCC2=O)N1,0.0,-4,-1,4,-3,3,0.8,-9,4
CCOC(=O)CC(=O)CSc1nc(C)cc(-c2cccnc2)c1C#N,-0.1,5,0,-8,-1,-1,1.6,-6,-2
COc1ccc(-n2nc(C(=O)NCC(=O)NCCCN3CCN(C)CC3)c3ccccc3c2=O)cc1,0.8,-8,-2,4,-2,-3,1.1,1,5
O=C1c2ccccc2C(=O)C1c1ccc2ccccc2n1,-0.1,0,3,10,1,-1,1.9,5,7
Nc1cc(=O)[nH]c(SCCSc2cc(Cl)ccc2Cl)n1,-0.4,9,0,-15,7,1,0.2,-30,6
O=C(CSc1ccc2ccccc2n1)Nc1ccc(N2CCOCC2)cc1,0.0,4,-3,41,0,-10,-1.6,4,9
Cc1oc2c(CN(C)C)c(O)ccc2c(=O)c1-c1ccc2ccccc2n1,0.1,-3,-5,5,1,2,2.3,-2,0
CC1CCCC(C)N1C(=O)Cc1ccccc1 (stereo not given),0.9,-6,-1,6,-1,1,-1.9,1,-2
O=C(CSc1nnc2c(Cl)cc(Cl)cn12)N1CCN(S(=O)(=O)c2ccccc2)CC1,-0.3,2,1,2,-5,0,0.0,9&10,3
CC(Sc1ccc2nnc(-c3ccc(F)cc3)n2n1)C(=O)O (stereo not given),-0.1,-6,3,-4,6,0,-2.0,-6,2
Cc1ccc(-c2csc3ncnc(-n4nnc5ccccc54)c23)cc1,-0.1,1,-3,-17,-2,0,-1.8,5,-1
CCn1c(C)[n+](CCCS(=O)(=O)[O-])c2cc(Cl)c(Cl)cc21,-0.3,-6,2,14,-1,-9,-0.1,6,0
CC(C)(C)OC(=O)N1CCC(C(=O)N[C@@H](Cc2ccccc2)C(=O)O)CC1,0.0,0,-1,13,5,0,0.9,22,3
CC12CCC(=O)N1C(C(=O)NNC(=O)COc1ccc(Br)cc1)CS2 (stereo not given),-0.1,1,-6,-9,1,0,0.6,1,4
COc1cccc(NC(=O)CSC2=NN3CCCC(=O)N=C3S2)c1,0.0,1,0,-7,0,0,-0.2,-43,-1
CCN1CCN(c2cc(N3CCN(C(=O)c4ccco4)CC3)c3c4c(onc24)-c2ccccc2C3=O)CC1,-0.1,-35,8,70*,-3,40*,3.9,-4,8
COc1cccc(/C=N\NC(=O)c2ccc(Cn3cc(Br)c([N+](=O)[O-])n3)o2)c1O,0.1,2,15,29,4,2,1.9,4,-15
Cn1c(NCc2ccc(Cl)cc2)nc2ccccc21,0.2,4,0,-9,0,3,2.2,-2,-6
O=C1CCc2cc(S(=O)(=O)Nc3ccccc3F)cc3c2N1CCC3,-0.1,-3,-4,2,1,-2,0.5,6,4
Nc1cc(OC(=O)c2ccc(F)cc2)nn1S(=O)(=O)c1ccccc1,0.0,5,-7,-2,-9,-3,1.0,-7,2
COc1ccc(N(CC(=O)NC(C)(C)C)C(=O)CCC(=O)Nc2nccs2)cc1,0.0,1,0,-1,-3,-1,-0.3,-21,0

# Taken from above.
# Reading of COc1cccc(NC(=O)CSC2=NN3CCCC(=O)N=C3S2)c1 under PP5 primary: -0.2
# Reading of CC12CCC(=O)N1C(C(=O)NNC(=O)COc1ccc(Br)cc1)CS2 (stereo not given) under core dimer inh: 1

# Further results follow.
SMILES,Efflux pump inh,core dimer inh,PP1 counter,PREPL inhibitor,Fh CTSL1 inh,TPT1 inhibitor,PP5 primary,GASC-1 inh,LYPLA2 inh
Cc1ccc(OCC(=O)N[C@@H](C)c2nnc3ccccn23)cc1C,0.0,-2,-3,2,3,1,-1.7,60,0
COc1cccc(S(=O)(=O)Nc2ccc(C(=O)N3CCCCCC3)cc2)c1,-0.1,5,1,-4,-1,3,0.3,0,-7
COc1ccc(S(=O)(=O)N2CCC(C)CC2)cc1Br,0.0,5,3,-2,-2,-1,2.4,-1,4
O=C(Nc1ccccc1)Nc1ccc2ccccc2c1,0.0,-4,-1,21,0,-6,4.1,-7,-3
CC(C)C(NC(=O)OCc1ccccc1)C(=O)OCC(=O)N1CCCCC1 (stereo not given),0.0,0,-1,7,-8,-4,0.6,17,-1
COc1ccccc1-c1cc(-c2cc(Cl)ccc2O)n[nH]1,-0.3,6,1,-1,1,-2,-1.8,2,3
O=C(/C=C/c1cccc(F)c1)c1ccc(N2CCOCC2)cc1,-0.1,8,-2,2,2,0,-2.6,6,0
CC(C)(C)NC(=S)N/N=C/c1cc(Br)c(O)c(Br)c1,0.2,0,-4,1,3,-1,3.7,-17,3
COc1cc(NC(=O)[C@H](C)NC(=O)N2CCn3c2nc2ccccc23)cc(OC)c1,0.0,2,1,6,-1,1,1.9,23,-7
c1coc(CN2CNc3nc4ccccc4n3C2)c1,0.0,-2,-3,2,1,4,0.4,-5,-4
O=C1Nc2ccccc2C1=O,-0.2,3,-4,-5,1,-4,0.9,6,7
COc1cccc(NC(=O)c2ccccc2-c2nc(-c3cccc(C)c3)no2)c1,-0.1,11,3,5,5,5,7.2,-1,-33
CCOC(=O)C1=C(c2cccc(F)c2)NC(=S)NC1C (stereo not given),-0.1,-3,-4,-5,-2,-4,-1.4,-2,1
C/C(=N/NC(=O)CNC(=O)c1cccnc1)c1ccco1,0.1,-1,-4,2,-1,0,-0.7,-11,1
Cc1ccc(C)n1-c1ccccc1N,-0.1,0,2,26,3,-53,-4.9,4,3
COc1cc(C(=O)NCc2nnc(SCC(=O)N3CCCc4ccccc43)o2)cc(OC)c1OC,-0.1,-8,2,-3,-2,0,4.5,17,-4
COc1ccc(-n2c(N)c(C(=O)NCc3ccco3)c3nc4ccccc4nc32)cc1OC,0.0,9,0,1,5,-2,5.3,0,7
O=C(Cc1ccc(Cl)cc1)Oc1cccc2cccnc12,-0.1,-3,1,13,1,-2,0.4,4,5
Cc1cc2cc3c(cc2nc1SCC(=O)O)OCCO3,0.4,2,4,8,-6,-2,2.8,-8,0
O=C1CC2(CCCCCC2)Oc2ccc(Cl)cc21,-0.2,3,1,5,1,-3,5.2,2,4
CN(CC(=O)Nc1ccc(Cl)cc1)CC(=O)Nc1cccc(Br)c1,-0.1,0,2,-36,3,-1,4.5,-11,-6
CC(Oc1ccc(Cl)cc1)C(=O)OCC(=O)Nc1ncc(Cl)cc1Cl (stereo not given),-0.2,9,2,-12,-4,-1,-2.4,-1,3

# With a hit mark in PREPL inhibitor, among the entries above:
molecule,Efflux pump inh,core dimer inh,PREPL inhibitor,TPT1 inhibitor,PP5 primary,GASC-1 inh
CCCCC1=CC2=C(c3ccco3)C(=O)C(C)(OC(=O)c3ccc(OC)cc3)C(=O)C2=CN1CCN1CCOCC1 (stereo not given),0.5,16,59*,-7,-1.8,-2
CCN1CCN(c2cc(N3CCN(C(=O)c4ccco4)CC3)c3c4c(onc24)-c2ccccc2C3=O)CC1,-0.1,-35,70*,40*,3.9,-4
